Compound activity: PubChem, NCI
NCI-60 one-dose screen, 48 h, at 10 µM unless noted. Numbers give growth in % (100 = growth as untreated, 0 = no growth, -100 = all killed).
786-0: 786-0 renal cancer cells. 81,000 tested, 5.1% active. AID 1794775
DU-145: DU-145 prostate cancer | AID 1794760 | 81,000 tested, 4.2% active
TK-10: TK-10 renal cancer cells; 81,000 tested, 3.9% active
CAKI-1: CAKI-1 renal cancer; 75,000 tested, 4.7% active; AID 1794772
ACHN: ACHN renal cancer. 81,000 tested, 4.9% active
RXF 393: RXF 393 renal cancer cells; 77,000 tested, 6.9% active; AID 1794773
SN12C: SN12C renal cancer cells. 81,000 tested, 3.8% active
A498: A498 renal cancer cells; 76,000 tested, 5.4% active; AID 1794774
UO-31: UO-31 renal cancer. AID 1794768. 81,000 tested, 5.2% active
* hit, by the source's call; · = not tested or not shown; & = joins results of further samples. Rule for the calls: active = growth percent below 10; inactive = the rest.

The first 2 records, to show the layout:
The line under a structure holds: 786-0	DU-145	TK-10	CAKI-1	ACHN	RXF 393	SN12C	A498	UO-31
> CCC(=O)C(C#N)c1ccccc1 (stereo not given)
 : 95	110	102	·	106	111	106	138	93
> CCn1cc(-c2ccnc(NCCNS(=O)(=O)c3ccc(Cl)cc3)c2)c(-c2cccc(OC)c2)n1
 : 88	88	98	75	92	103	91	69	63

The listing, repeating the preview:
The line under a structure holds: 786-0	DU-145	TK-10	CAKI-1	ACHN	RXF 393	SN12C	A498	UO-31
> CCC(=O)C(C#N)c1ccccc1 (stereo not given)
 : 95	110	102	·	106	111	106	138	93
> CCn1cc(-c2ccnc(NCCNS(=O)(=O)c3ccc(Cl)cc3)c2)c(-c2cccc(OC)c2)n1
 : 88	88	98	75	92	103	91	69	63
> CC1(C)Cc2c(sc3ncn4nc(-c5ccc(O)cc5)nc4c23)CO1
 : 75	76	56	77	68	66	64	-9.4*	44
> CC(=O)Nc1ccc(C(=O)COc2cccc(/C=C3\CCc4ccccc4C3=O)c2)cc1
 : 93	·	103	254	92	·	100	93	5.8*
> Cc1nn(-c2ccccc2)c(N2CCOCC2)c1-c1nc2ccc([N+](=O)[O-])cc2[nH]1
 : 107	98	100	80	105	113	95	76	81
> CCN(Cc1ccccc1)c1ccc(/C=C2\COc3ccccc3C2=O)cc1
 : 87	101	119	·	101	109	95	91	84
> COc1ccc(-c2c3c(C)nn(-c4ccccc4)c3nc3nc(C)[nH]c(=O)c23)cc1
 : 99	95	107	87	89	104	89	82	84
> CCOC1OCN(C)CC1(C)C (stereo not given)
 : 104	116	99	103	100	111	101	96	82
> COc1ccc(N2CCN(S(=O)(=O)c3oc(-c4ccccc4)nc3C#N)CC2)cc1
 : 86	104	72	107	79	66	69	128	86
> O=C(O)/C=C/c1ccc([N+](=O)[O-])o1
 : 119	111	122	102	108	109	106	111	120
> C=C(C)[C@@H]1CC[C@]2(C(=O)NCc3ccc(O)c(OC)c3)CC[C@]3(C)C(CCC4[C@@]5(C)CCC(OC(C)=O)C(C)(C)C5CC[C@]43C)C12 (stereo not given in full)
 : 43	53	60	42	35	58	52	89	45
> CCCN1C(=O)N(CCC)C2C1NN=c1s/c(=C3\C(=O)N(C(C)C)c4ccccc43)c(=O)n12 (stereo not given)
 : -6.0*	54	79	32	23	12	66	·	31
> COc1ccc(Br)cc1/C=N\NS(=O)(=O)c1ccc(C)cc1
 : 99	99	105	96	96	135	92	72	96
> CCOC(=O)N1CCC2(CC1)C[C@](C)(C(C)=O)C(C)O2 (stereo not given in full)
 : 103	106	93	100	104	114	97	92	87
> Clc1ccc2c(Cl)cc(-c3ccccc3)nc2c1
 : 109	113	107	86	88	118	94	92	68
> Clc1ccccc1N=Cc1ccc2c(c1)OCO2
 : 104	112	107	94	111	106	92	102	80
> C=CCc1ccc2c(c1)OC(CO)CO2 (stereo not given) (tested in a mixture with another compound)
 : 104	102	106	·	102	112	102	·	110
> C=C1CC[C@@H]2[C@](C)(COC(C)=O)[C@H](OC(C)=O)CC[C@@]2(C)[C@@H]1CC(Nc1ccc(S(=O)(=O)Nc2cc(C)on2)cc1)C1=CCOC1=O (stereo not given in full)
 : 90	71	58	44	19	30	32	99	57
> O=C(c1ccccc1)c1c(/C=C/c2ccccc2)nc2ccccc2c1/C=C/c1cccs1
 : 97	106	106	76	93	102	89	87	72
> O=C(NCCNc1nccc(-c2c(-c3cccc(O)c3)nc3sccn23)n1)c1cc(C(F)(F)F)cc(C(F)(F)F)c1
 : 101	114	·	97	88	107	102	112	95
> CCCCCCSCCCCCC
 : 98	107	106	98	109	114	105	96	90
> Nc1cc(=O)[nH]c2ncnn12
 : 105	·	117	87	102	121	98	108	85
> CNC(=O)c1cc(Oc2ccc3nc(NC(=O)NCCN4CCN(C)CC4)sc3c2)ccn1
 : 108	103	111	95	97	112	99	109	83
> COc1ccc(CN2CCC(N3CCCC3=O)c3cc(OC)ccc32)cc1 (stereo not given)
 : 99	123	118	95	108	129	97	127	87
> COc1cc(-c2nc3sc(C)cn3c2/C=C2\C(=O)Nc3ccccc32)c(Br)c(OC)c1OC
 : 23	47	57	·	57	13	91	23	25
> O=C1CC2C=CCN2C=C1NC(=O)c1ccncc1 (stereo not given)
 : 102	105	101	99	111	112	103	129	89
> O=C1c2cccc3c(-c4ccccc4F)ccc(c23)C(=O)N1c1nc2ccccc2s1
 : 103	107	111	75	84	90	72	109	45
> C(CCCSC1=NCCN1)CCSC1=NCCN1
 : 97	109	122	101	100	104	103	103	80
> O=C(Nc1nc(C(=O)N2CCN(C(c3ccccc3)c3ccccc3)CC2)cs1)c1ccc(Nc2ccc(Cl)c(Cl)c2)c([N+](=O)[O-])c1
 : 84	97	72	71	69	84	93	89	66
> NS(=O)(=O)c1ccc(NC2OCC(O)C(O)C2O)cc1 (stereo not given)
 : 108	91	107	95	101	99	96	89	95
> COC(=O)c1cc(NC(=O)Nc2cc(C(=O)OC)n(C)n2)nn1C
 : 105	105	108	88	108	121	100	102	150
> COc1cc(/C=C2/C(=O)NC(=N)N2C)ccc1O
 : 96	108	94	95	99	107	105	91	89
> COc1ccc(C2CC(c3ccccc3)=NN2c2nc(-c3ccco3)c(C#N)c(=O)[nH]2)cc1 (stereo not given)
 : 89	106	113	·	114	115	97	67	73
> Nc1ncc(-c2ccc(C(F)(F)F)cc2)s1
 : 87	93	111	80	99	102	92	91	67
> COc1ccc(Sc2[nH]c(C(C)=O)c3ccccc23)cc1
 : 92	89	59	·	81	69	87	-0.9*	74
> Cn1cc(-c2cc3ncnc(Nc4ccc(CC(=O)Nc5cc(C(C)(C)C)nn5C)cc4)c3s2)cn1
 : 44	40	57	19	26	9.8*	26	-8.0*	29
> Cc1ccc(-c2cc(-c3ccc(Br)s3)[nH]c(=O)c2C#N)s1
 : 102	113	121	86	97	107	90	·	74
> COc1ccc(C(=O)/C=C/c2c(Cl)c3c(c(OC)c2Cl)OCC(=O)N3)cc1
 : 58	19	57	20	42	36	28	83	57
> CC(C)(O)CC(=O)/C=C\c1ccc2c(c1)OCO2
 : 102	116	·	104	100	·	101	103	89
> Cc1ccc(NC2=C(Cl)C(=O)c3nc(C)ccc3C2=O)c(C)c1
 : 24	-1.9*	126	85	-25*	31	-69*	61	-13*

Part of the list above in another layout.
> NS(=O)(=O)c1ccc(NC2OCC(O)C(O)C2O)cc1 (stereo not given)
  786-0: 108 | DU-145: 91 | TK-10: 107 | CAKI-1: 95 | ACHN: 101 | RXF 393: 99 | SN12C: 96 | A498: 89 | UO-31: 95
> COC(=O)c1cc(NC(=O)Nc2cc(C(=O)OC)n(C)n2)nn1C
  786-0: 105 | DU-145: 105 | TK-10: 108 | CAKI-1: 88 | ACHN: 108 | RXF 393: 121 | SN12C: 100 | A498: 102 | UO-31: 150
> COc1cc(/C=C2/C(=O)NC(=N)N2C)ccc1O
  786-0: 96 | DU-145: 108 | TK-10: 94 | CAKI-1: 95 | ACHN: 99 | RXF 393: 107 | SN12C: 105 | A498: 91 | UO-31: 89
> COc1ccc(C2CC(c3ccccc3)=NN2c2nc(-c3ccco3)c(C#N)c(=O)[nH]2)cc1 (stereo not given)
  786-0: 89 | DU-145: 106 | TK-10: 113 | CAKI-1: · | ACHN: 114 | RXF 393: 115 | SN12C: 97 | A498: 67 | UO-31: 73

Other records follow:
The line under a structure holds: 786-0	DU-145	TK-10	CAKI-1	ACHN	RXF 393	SN12C	A498	UO-31
> C/C=C(\C)C(=O)N[C@H]1[C@@H](OC(C)=O)C[C@]2(C)C3CC[C@@]4(C)C(CC[C@@H]4C(C)N(C)C)C3CCC2[C@H]1O (stereo not given in full)
 : 66	87	65	66	68	83	75	86	11
> CC1CN(CCCOC(=O)Nc2ccc(Cl)cc2)CCN1C(C)(C)C (stereo not given)
 : 99	·	100	90	133	126	113	95	83
> N#CCc1ccc(Cl)c(Cl)c1
 : 101	109	131	96	111	101	108	97	90
> COc1ccc(Cl)cc1N
 : 115	119	170	·	109	124	119	117	81
> O=[N+]([O-])CC(c1cccs1)c1c[nH]c2ccccc12 (stereo not given)
 : 96	103	98	76	99	100	98	·	77
> CCOc1ccccc1/C=N\N=C(N/N=C/c1ccccc1OCC)N/N=C/c1ccccc1OCC
 : 23	16	28	·	9.7*	19	15	·	-8.3*
> Nc1nc(N)nc(-c2ccccc2-c2nc(N)nc(N)n2)n1
 : 103	102	102	·	107	113	103	95	98
> COc1cc(-c2nc3sccn3c2-c2ccnc(S(C)=O)n2)ccc1F (stereo not given)
 : 106	83	99	87	81	96	99	92	97
> O=C1N=C(N2CCCCC2)S/C1=C\c1ccc(F)cc1
 : 80	118	105	99	105	119	97	75	78
> COc1ccc2[nH]cc(-c3cc(-c4ccc(OC)c(OC)c4)nc(N)c3C#N)c2c1
 : 99	94	115	73	80	92	85	100	86
> COc1ccccc1NC(N)=S
 : 100	110	·	98	100	·	104	94	90
> CCCCN(CCCC)/N=N\N(CCCC)CCCC
 : 106	115	115	98	96	103	101	100	96
> O=C(Cn1cc(COc2ncnc3c2cnn3-c2ccccc2)nn1)Nc1cccc2ccccc12
 : 103	98	108	91	91	95	97	89	100
> CS(=O)(=O)NN
 : 92	123	103	109	108	120	90	101	95
> COC1=C[C@H]2C[C@@]3(OC)[C@H](O)c4ccccc4N4C(=O)C(=O)N(C2c2ccccc2)[C@@]143 (stereo not given in full)
 : 103	108	107	86	103	114	100	·	75
> O=S(=O)(Nc1ccc(O)c(Sc2nc3ccccc3s2)c1)c1ccc(F)cc1
 : 110	89	97	76	98	105	91	103	58
> COc1cc(C(C)=C(c2ccc(OCCN(C)C)cc2)c2ccc(OCCN(C)C)cc2)ccc1F
 : 94	102	98	101	105	91	101	108	95
> Cc1cc(C)c2nc3nc(C)cc(C)c3c(N)c2c1
 : 28	15	41	10	5.3*	43	25	47	-1.2*
> COc1ccc(NC(=O)CSc2nc3ccccc3c(=O)n2Cc2cc(OC)c(OC)c(OC)c2)cc1
 : 92	96	96	96	81	83	80	87	73
> CCOC(=O)/C(F)=C/C1CC1C1CCCC1 (stereo not given)
 : 93	109	93	96	104	110	101	94	91
> O=C(O)c1ccc(-n2cc(/C=N/Nc3ccccc3F)c(-c3cc4ccccc4oc3=O)n2)cc1
 : 87	111	125	83	72	102	93	97	57
> CC1=C(/C=C/C(C)=C/C=C/C(C)=C/CO)C(C)(C)CCC1
 : 103	112	111	89	106	·	104	98	87
> O=C1C[C@@H](c2ccccc2)Oc2cc(O)c(Cc3ccccc3O)c(O)c21
 : 106	99	115	83	83	87	115	100	76
> CC/C(=C(\c1ccc(OCCN2CCCCC2)cc1)c1ccc(OC(=O)C2CCCCC2)cc1)c1ccccc1
 : 101	111	94	101	98	86	94	100	85
> CN(C)CCOC(=O)C(c1ccccc1)c1ccccc1
 : 99	109	95	94	102	·	96	·	90
> O=C(O)/C(=C/C=C/c1ccccc1)c1csc(-c2nc(/C(=C\C=C\c3ccccc3)C(=O)O)cs2)n1
 : 97	115	102	91	105	118	103	94	84
> CC(C)NS(=O)(=O)c1cccc(-c2ccc3c4c(n(CCCN(C)C)c(=O)c3c2)-c2ccccc2C4=O)c1
 : 34	108	114	·	82	96	97	83	91
> CC(=O)NC1=C(C#N)C(c2ccccc2Cl)c2c(ccc3ccccc23)O1 (stereo not given)
 : 83	89	141	37	65	77	71	56	50
> C=C1CC[C@@H]2[C@](C)(COC(C)=O)[C@H](OC(C)=O)CC[C@@]2(C)[C@@H]1CC(NCCCC)C1=CCOC1=O (stereo not given in full)
 : 96	99	99	91	99	104	90	75	84
> CC(C)CCN1C(=O)C(O)(CC(=O)c2ccc(C#N)cc2)c2ccccc21 (stereo not given)
 : 101	114	112	119	109	127	124	95	89
> O=C(c1ccc(Cl)cc1)C(NCCO)c1ccc(Cl)cc1 (stereo not given)
 : 93&98	109&108	99&105	102	102&120	108&95	100&100	110&93	84&81
> CCOC(=O)c1sc(NCC(=O)Nc2ccccc2[N+](=O)[O-])c(C(=O)OCC)c1C
 : 101	89	102	90	87	92	79	81	77
> Cc1cccc(/C=N\N=C\c2cccc(C)n2)n1
 : 108	122	98	100	98	123	105	86	75
> COc1cc2nc(Cl)nc(Nc3cccc(C4=NN(C(C)=O)C(c5cc(OC)c(OC)c(OC)c5)C4)c3)c2cc1OC (stereo not given)
 : 80	66	104	64	72	85	71	78	67
> O=C(/C=C/c1cccc(Br)c1)c1cccc(OCCCCOc2cccc(C(=O)/C=C/c3cccc(Br)c3)c2)c1
 : 106	109	115	100	101	105	100	113	91
> CNC[C@H](O)[C@@H](O)[C@H](O)[C@H](O)CO
 : 103	117	103	99	109	110	112	97	92
> O=C(O)c1ccc2c(c1)Cc1ccccc1-2
 : 99	105	106	85	97	100	95	104	·
> Nc1nc(Nc2ccc(F)c(Cl)c2)c2c(n1)-c1ccoc1CC2
 : 90	·	100	·	98	80	104	46	60
> CCOc1cc(\C=N/N=C(N)/C(N)=N\N=C/c2ccc(O)c(OCC)c2)ccc1O
 : 110	111	127	95	97	96	101	106	89
> Oc1ccccc1-n1c(-c2ccccc2)ccc1-c1ccccc1
 : 81	77	100	52	81	70	69	87	45
> OC(c1ccccc1)(c1ccccc1)C(F)(F)C(F)(F)C(F)(F)F
 : 106	103	98	85	103	131	109	115	90
> COc1ccc(C2=C/C(=C/c3ccc(-c4ccc(Cl)cc4)o3)C(=O)N2Cc2ccccc2)cc1
 : 91	119	104	83	98	99	84	95	72
> NNC(=O)c1cnc2ccccc2n1
 : 104	104	100	109	106	114	95	111	76
> O=C(Nc1ccccc1)C(Cc1ccccc1)c1ccccc1 (stereo not given)
 : 108	105	118	77	98	105	95	91	78
> Cn1c(N)c(NC=O)c(=O)n(C)c1=O
 : 100	108	100	·	·	109	96	87	94
> c1cc2c(cc1-c1cnc3nonc3n1)OCO2
 : 109	103	105	84	73	122	103	87	88

No enrichment for hits; about 11% have a hit in one of these screens.
